GSK3beta inhib: blocks human GSK3beta kinase activity; GST-GSK3beta kinase, ADP-Glo luminescence, 60 min; hits give low values; activity score (negative = inhibition), % at 10 µM; 300,000 compounds, 0.038% hits; AID 2097;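 active = more than half of replicate wells score below -50%, meaning over 50% inhibition versus plate controls; inconclusive = some replicates but at most half score below -50%; inactive = no replicate scores below -50%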;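 note: 0% = median DMSO wells and -100% = median GW8510 positive control wells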
Target sequence (P49841 whole entry, looked up): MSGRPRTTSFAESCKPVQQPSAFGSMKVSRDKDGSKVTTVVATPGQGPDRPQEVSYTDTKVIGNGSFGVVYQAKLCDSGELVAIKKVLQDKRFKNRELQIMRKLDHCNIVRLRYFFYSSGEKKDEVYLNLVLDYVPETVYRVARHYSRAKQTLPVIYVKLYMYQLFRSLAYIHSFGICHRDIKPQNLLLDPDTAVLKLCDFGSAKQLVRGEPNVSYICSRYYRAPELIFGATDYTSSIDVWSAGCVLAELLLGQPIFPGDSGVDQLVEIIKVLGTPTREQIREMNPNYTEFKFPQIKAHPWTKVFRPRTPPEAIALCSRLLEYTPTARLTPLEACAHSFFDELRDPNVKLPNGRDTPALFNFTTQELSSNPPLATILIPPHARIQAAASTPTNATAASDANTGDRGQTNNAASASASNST
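Test system – GST-tagged human GSK3beta kinase, cell-free · Incubation – 60 min enzyme reaction, room temperature · Signal – ADP-Glo luminescence · Also added – peptide substrate and ATP at 25 µM · Controls – DMSO neutral wells and GW8510 at 20 µM as positive · Buffer or medium – Tris/MgCl2 kinase buffer · Measure – Luminescence-derived activity versus plate DMSO and GW8510 wells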
aSyn UTR inh: 5' untranslated region of α-synuclein, MLPCN primary screen; 300,000 compounds, 0.82% hits; inhibition, % (tested at 7.5 µM); alpha-synuclein 5'UTR reporter, inhibitor activity; in the data active = inhibition above about 60%; inconclusive = no clear call, values can overlap the other calls;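 note: H4 neuroglioblastoma cells stably carrying SNCA 5'UTR luciferase fusion; 0% = DMSO wells and 100% = positive control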
KLF5 inh: suppresses KLF5 promoter-driven expression; 290,000 compounds, 0.23% hits; inhibition, % at 5 µM; DLD-1 KLF5 promoter-luciferase reporter, luminescence;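 active = inhibition above a per-plate limit of that plate's mean compound inhibition plus 3 SD, cut at about 60% in these data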;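 note: 0% = DMSO wells and 100% = LY294002 at 200 µM; higher means less KLF5 promoter-driven luciferase light; inactives centre near -14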
AI-2 QS mod: modulates the Vibrio harveyi AI-2 quorum sensing system. activity change, % at 7.5 µM. 300,000 compounds, 0.4% hits. Vibrio harveyi JMH597 AI-2 luminescence/OD600 ratio, 9 h; hits give low values; strain lacks LuxN and CqsS sensors; 0 = neutral-control median. AID 2094; in the data active = activity change below about -75%, passing the limit was not always enough; inconclusive = no clear call, values can overlap the other calls;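 note: luminescence divided by OD600 gain over 9 h not by final OD600 alone; inactives centre near 13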
HSF1 inh: HSF1 inhibition | NIH3T3-HGL HSE-luciferase, MG132-induced, luminescence 8 h; hits give low values | activity change, negative = inhibition, % at 7.5 µM (by protocol) | 300,000 compounds, 0.77% hits;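 active = more than half of replicate wells show activity change below -50%, luminescence cut by over half; inconclusive = some wells, but at most half, below -50%; inactive = no replicate well below -50%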;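 note: luciferase reports HSF-1 transcriptional activity via heat shock element; 0% = median of DMSO wells and -100% = zero luminescence signal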
HSP90 refold inh: blocks HSP90-mediated luciferase refolding in reticulocyte lysate; Rabbit reticulocyte lysate, luciferase refolding luminescence, 3 h; inhibition, % at 5.6 µM; 290,000 compounds, 0.91% hits;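 active = inhibition above the screen-wide mean plus 3 SD, computed separately per campaign, cut at about 16% in these data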;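 note: 0% = DMSO wells and 100% = 60 µM geldanamycin wells; inhibitors lower the luminescence because luciferase stays unfolded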
GSK3A inh: inhibitors of human GSK-3 alpha kinase. P49840. ADP-Glo luminescence, 60 min. inhibition, % at 10 µM. 320,000 compounds, 0.1% hits;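 in the data active = inhibition above about 50%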;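 note: GST-tagged GSK-3 alpha with peptide substrate and 25 µM ATP; 0% = DMSO neutral wells and 100% = GW8510 positive control wells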
Target sequence (P49840 whole entry, looked up): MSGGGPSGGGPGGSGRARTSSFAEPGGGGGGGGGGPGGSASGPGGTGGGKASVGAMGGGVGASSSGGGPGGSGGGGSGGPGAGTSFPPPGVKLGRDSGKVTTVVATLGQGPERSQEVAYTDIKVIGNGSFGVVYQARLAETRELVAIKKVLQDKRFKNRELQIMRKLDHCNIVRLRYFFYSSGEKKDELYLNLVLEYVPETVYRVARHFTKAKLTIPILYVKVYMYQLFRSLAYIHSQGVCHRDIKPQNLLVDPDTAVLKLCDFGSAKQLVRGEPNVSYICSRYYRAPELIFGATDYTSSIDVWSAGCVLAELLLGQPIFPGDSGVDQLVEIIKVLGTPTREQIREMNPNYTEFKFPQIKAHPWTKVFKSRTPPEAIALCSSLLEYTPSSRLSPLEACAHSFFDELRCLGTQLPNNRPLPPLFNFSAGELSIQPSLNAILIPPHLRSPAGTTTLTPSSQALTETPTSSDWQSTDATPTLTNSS
HSF1 activator: increases HSF-1 driven luciferase reporter signal; NIH3T3-HGL HSF-1 luciferase reporter, MG132, 8 h; 100% = twice DMSO control signal; activation, % at 9 µM; 300,000 compounds, 1.7% hits; AID 504408;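 active = mean replicate activation of at least 50% with a set share of replicates each reaching 50%; inconclusive = only one of those two conditions met; inactive = mean below 50% and too few replicates reaching it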;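 note: 0% = median of the neutral control wells and 100% = twice that signal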
IEC-6 tox: kills IEC-6 intestinal cells in KLF5 counter-screen | IEC-6 cytotoxicity, luminescence viability | inhibition, % at 5 µM | 290,000 compounds, 0.78% hits | AID 1825; in the data active = inhibition above about 22%;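 note: 0% = plate median of test compound wells and 100% = cytotoxic reference compound wells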
HIF act: HIF pathway transcriptional activation. 300,000 compounds, 0.32% hits. AID 1910. activation, % at 7.5 µM (by protocol). U2OS HRE-luciferase reporter, luminescence; normalized: DMSO 0%, desferrioxamine 100%;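 active = mean activation of at least 10% of the iron chelator positive control signal, with at least half of replicates also reaching 10%; inconclusive = mean and replicate majority disagree about reaching 10%; inactive = mean and most replicates under 10%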
The depositor's hits bear a star; ? = inconclusive; · = no result given. The order is random; 4.7% or so of the library scored in one or more.

SMILES	GSK3beta inhib	aSyn UTR inh	KLF5 inh	AI-2 QS mod	HSF1 inh	HSP90 refold inh	GSK3A inh	HSF1 activator	IEC-6 tox	HIF act
COc1cc(/C=N/NC(=S)Nc2cccc(C(=O)O)c2)ccc1O	3	70*	29	13	?	9	2	-50	7	-2.0
CCCCOc1nc(N2CCOCC2)nc(C)c1[N+](=O)[O-]	1	22	-9	8	-3	-1	-3	11	-10	-0.1
CC1(C)C2CCC1(CS(=O)(=O)NCc1ccc(S(N)(=O)=O)cc1)C(=O)C2 (centres undefined)	2	3	-2	11	0	3	-5	-2	10	-0.2
CCOC(=O)c1ccc(NC(=O)NCc2ccccc2OC)cc1	1	28	-11	35	3	2	-1	3	5	-0.2
Cc1cc(NC(=O)COC(=O)c2ccccc2S(=O)(=O)N(C)c2ccccc2)no1	0	38	40	29	-3	-1	-2	-5	-9	-1.0
Cc1ccc(SCc2ccc(C(=O)Nc3nccs3)o2)cc1	0	-79	-74	12	33	0	5	38	-5	2.7
CCc1nnc(NC(=O)Cc2cc(OC)c(OC)c(OC)c2)s1	3	-34	-17	17	-7	3	0	-5	2	-0.9
O=C(CCC1CCCCC1)NCc1cccs1	1	-1	-32	20	11	-2	0	5	-4	-34
Cc1cccc(NC(=O)CCNS(=O)(=O)c2ccc(Cl)cc2)c1	0	6	-50	11	5	-2	0	38	0	0.7
O=C(O)CCCN1C(=O)c2cccc3cccc(c23)C1=O	·	3	-42	·	-2	-3	-3	-10	-3	-1.2
Cc1cc2ncn(-c3ncnc4sc5c(c34)CCC(C)C5)c2cc1C (centres undefined)	-1	6	-12	15	0	1	-2	15	3	-0.2
CCOC(=O)CNC(=O)N1CCC(CCC(=O)N(C)Cc2ccccc2)CC1	5	0	-16	4	2	-5	0	-6	3	1.1
O=C(c1cn(-c2ccccc2)nc1-c1cccs1)N1CCN(c2ccccn2)CC1	4	-56	-57	24	-1	0	-2	28	-2	1.2
CCOC(=O)COc1ccc2c(c1)c(C(C)=O)c(C)n2-c1ccc(OC)cc1	-2	-10	4	-5	-7	0	-1	-7	-3	-1.3
C=CCn1c(COc2cccc3cccnc23)nnc1SCC(=O)OC	-2	-1	-42	12	-5	-1	-5	8	-1	-0.1
CCOC(=O)c1[nH]cnc1C(=O)Nc1ccc(F)cc1	-11	20	-7	8	3	0	-4	-11	2	0.4
COc1ccc(NC(=O)C(=S)N2CCCC2)cc1	3	-63	-38	23	6	12	1	-5	-6	1.1
O=C(Nc1cccnc1)Nc1ccc2c(c1)OCO2	0	-55	-51	3	-2	-4	-1	1	4	1.5
CC1(C)CC(=O)N(c2cc(Cl)cc(Cl)c2)C(=O)C1	1	-6	-27	-4	-5	1	-1	1	2	2.9
C=CCn1c(SCC(=O)c2cccs2)nc2sc(C)cc2c1=O	0	25	-6	23	2	2	0	17	66*	0.1
Cc1cc(C)c2nc(N3CCC(C(=O)NCCCN4CCCC4=O)CC3)sc2c1	1	-17	-5	-13	-3	-1	-3	-5	4	-0.2
Cc1ccc(-n2nnnc2SC(C(=O)c2c[nH]c3ccccc23)c2ccccc2)cc1 (centres undefined)	0	9	-24	31	-6	3	-1	9	0	0.5
CCn1nnc(-c2ccccc2NS(=O)(=O)c2ccc(C(=O)OC)cc2)n1	3	10	13	-1	-8	1	-6	-4	3	-0.3
O=C(CN1C(=O)S/C(=C/c2cccnc2)C1=O)N1CCOCC1	3	10	-17	11	3	2	0	-5	0	-0.6
CC(=O)N1CCN(Cc2nc3cc(NC(=O)c4ccc(Cl)cc4)ccc3n2C)CC1	·	·	-26	·	·	3	1	·	0	·

The results go on.
SMILES	GSK3beta inhib	aSyn UTR inh	KLF5 inh	AI-2 QS mod	HSF1 inh	HSP90 refold inh	GSK3A inh	HSF1 activator	IEC-6 tox	HIF act
CC(C)n1c(SCC(=O)NCc2ccco2)nnc1C1CC1	0	12	-5	4	5	7	1	-3	5	-0.5
Nc1c(NCc2ccccc2)c(=O)[nH]c(=O)n1Cc1ccccc1	1	16	-25	26	10	1	3	49	-1	0.0
CCN(CC)C(=O)c1sc(NC(=O)c2ccco2)c(C#N)c1C	2	27	-34	9	-5	-5	2	4	1	-0.3
CC(=O)Nc1ccc(-c2cc(NC(C)=O)n(-c3ccccc3)n2)cc1	3	-39	-10	10	-7	3	-2	-3	2	0.0
Cc1ccccc1OCc1nnc(SCc2nc3ccccc3c(=O)[nH]2)n1C	1	16	-9	46	1	-2	2	2	0	-0.1
COc1ccc(/C=C2\N=C(C)N(c3ccc(C(=O)O)cc3)C2=O)cc1OC	4	-3	10	25	-6	-1	-3	7	4	0.5
O=C(CCN1C(=O)/C(=C/C=C/c2ccccc2)SC1=S)Nc1nc2ccccc2s1	-2	-62	-8	-10	-3	3	2	19	1	-0.1
O=C1C=C(Nc2ccc(Cl)cc2)C(=O)N1c1ccc(Cl)cc1	1	-23	-15	5	13	-5	-1	19	3	0.2
CC(C)c1csc(CN2CCCC(CCC(=O)NCc3ccccc3F)C2)n1 (centres undefined)	2	18	-3	12	-3	3	-3	9	6	0.0
CCOC(=O)C1=C(COC(=O)c2ccc(Br)o2)NC(=O)NC1C (centres undefined)	0	0	-28	16	15	-2	1	13	-4	-0.4
O=C(NCC(=O)N(Cc1ccc(F)cc1)C(C(=O)NC1CCCC1)c1ccco1)c1ccco1 (centres undefined)	15	15	-18	4	3	4	-1	-3	3	-0.2
O=C(CN1CCN(c2ncccn2)CC1)NCc1ccc2c(c1)OCO2	-2	-5	-14	6	-3	0	-2	-20	0	-0.3
Cc1c(C=O)c2ccccc2n1CC(=O)NCc1ccccc1	-5	-2	-14	17	·	1	1	·	-4	0.2
CCN1C(=O)c2cccc3cccc1c23	1	17	-40	15	-3	1	2	12	-3	0.4
O=C(O)Cn1nnnc1SCC(=O)Nc1ccc(F)cc1F	0	-3	-18	18	0	2	0	-8	7	0.7
O=[N+]([O-])c1ccc(NCc2ccccc2N2CCC(CO)CC2)nc1	-1	18	-47	18	-4	0	-1	10	-8	-2.5
CC(NC(=O)c1ccc(S(=O)(=O)N(C)C)cc1)c1ccccc1 (centres undefined)	0	0	-38	33	-6	5	0	1	0	0.2
COC(=O)CSc1nc2ccc(NC(C)=O)cc2s1	0	14	9	12	5	1	3	-8	3	-0.4
O=C(CC1Nc2ccccc2NC1=O)c1ccccc1 (centres undefined)	-2	22	-24	10	4	-3	2	8	-2	0.1
NC(=O)NC(=O)COC(=O)/C=C/c1cccs1	1	-18	3	9	3	2	0	1	-1	0.1
O=C(N/N=C1\CC2CC=CC12)c1ccc(COc2ccccc2)cc1 (centres undefined)	-1	-19	-15	18	6	-4	-2	7	3	0.0
CC(=O)c1cccc(NC(=S)NC(=O)c2ccccc2)c1	0	-141	-57	10	22	-2	2	55*	-4	2.4
CC(=O)c1cccc(NC(=O)c2ccc3c(Cl)c4c(nc3c2)CCCC4)c1	3	-83	-5	22	20	6	-2	43	0	0.8
O=C(Cn1cc(C(=O)c2cccs2)c2ccccc21)NC1CCCCC1	3	-24	-11	8	14	-3	0	38	5	-0.1
CCCc1cc(=O)[nH]c(SCC(=O)NC)n1	0	19	-23	29	-2	-2	-2	-9	-1	-0.3

The results go on:
SMILES	GSK3beta inhib	aSyn UTR inh	KLF5 inh	AI-2 QS mod	HSF1 inh	HSP90 refold inh	GSK3A inh	HSF1 activator	IEC-6 tox	HIF act
NC(=O)c1ccc(SCC(=O)OCC(=O)N2CCCC2=O)c([N+](=O)[O-])c1	0	2	·	31	1	·	-1	-14	·	0.1
Cc1ccc2cc(C3CC(c4ccco4)=NN3C(=O)CCC(=O)O)c(Cl)nc2c1 (centres undefined)	-17	5	-8	18	-5	0	1	-9	3	-0.6
Cc1ccc(OCC(=O)Nc2ccc(N3CCN(C(=O)c4ccco4)CC3)cc2)cc1	0	10	-16	13	-5	2	-2	12	1	-0.4
C=CCN1C(=O)C2(OCCCO2)c2cc(C)ccc21	3	6	3	14	-9	-5	-2	1	-4	-0.9
CCOC(=O)c1cc(-c2csc(Nc3c(C)cc(C)cc3C)n2)on1	2	·	16	25	·	-1	-5	·	0	·
CC(NC(=O)CCN1C(=O)c2ccccc2C1=O)c1ccc2c(c1)CCCC2 (centres undefined)	0	35	-6	22	6	3	-2	34	1	0.4
Cc1ccc(N(CC(=O)Nc2ccc(C)cc2C)S(=O)(=O)N2CCCC2)cc1	0	15	-8	11	4	-3	1	0	1	-0.2
COc1ccc(NC(=O)c2ccc(-c3ccc(OC)cc3)s2)cc1	-26	-24	-4	11	-2	3	1	3	-3	0.3
O=C(c1noc2c1CCCC2)N1CCC(CO)(Cc2ccccc2Cl)CC1	0	21	-14	27	6	-4	-4	10	-10	-0.1
COC(=O)c1c(C)[nH]c(C=O)c1-c1ccccc1	1	-36	-1	13	-3	2	4	-4	3	-0.2

Source: PubChem BioAssay (several laboratories)
